Screening data from PubChem BioAssay.
Rin1 Abl inh – inhibitors of Rin1-Abl protein binding, primary screen, biochemical, TR-FRET | Tyrosine-protein kinase ABL1 (Homo sapiens) + Ras and Rab interactor 1 (Homo sapiens), … | inhibition, % at 7.35 µM | 360,000 compounds, 0.4% hits | AID 588664, 2011; in the data active = inhibition above about 5%, passing the limit was not always enough
MT1-MMP act inh – blockers of MT1-MMP proenzyme processing, primary screen, HT1080 RFP-PRO-GFP cells, GFP/RFP fluorescence. Matrix metalloproteinase-14 (Homo sapiens), P50281. GFP/RFP ratio change, % at 20 µM. 360,000 compounds, 0.061% hits. GFP/RFP ratio fluorescence, overnight; percent of plate control window, DMSO zero;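 active = GFP/RFP ratio change of at least 30% with cell ATP level not reduced by more than half and red fluorescence within 50% of control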; also: strong numbers were not always called active
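Assay system – RFP-PRO-GFP reporter HT1080 cells · Compound dosing – single dose of 20 µM compound, 1% DMSO final · Incubation – overnight compound exposure at 37 °C · Measure – GFP/RFP fluorescence ratio · Benchmarks – DMSO wells and RFP-L50D-GFP cells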
MsrA act – bovine MsrA enzyme activators, primary screen, biochemical, absorbance, HTS | purified bovine MsrA, absorbance read-out | activation, % at 10.6 µM | 360,000 compounds, 0.3% hits; in the data active = activation above about 7.5%;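 also: 0% = vehicle and 100% = reference activator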
Neddyl block – inhibitors of cullin neddylation, primary screen, biochemical, TR-FRET, uHTS, NAE and Ubc12; NEDD8-conjugating enzyme Ubc12 (Homo sapiens) + NEDD8-activating enzyme E1 regulatory …; 360,000 compounds, 0.58% hits; AID 651699, 2012; calls only at 25 µM; in the data active = inhibition above about 36%
Target sequence (P61081 whole entry, looked up): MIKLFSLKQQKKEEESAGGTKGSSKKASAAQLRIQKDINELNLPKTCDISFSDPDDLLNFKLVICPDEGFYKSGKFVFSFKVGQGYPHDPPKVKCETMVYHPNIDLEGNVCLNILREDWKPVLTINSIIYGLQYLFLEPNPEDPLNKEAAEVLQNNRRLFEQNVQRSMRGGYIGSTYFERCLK
Target sequence (Q13564 whole entry, looked up): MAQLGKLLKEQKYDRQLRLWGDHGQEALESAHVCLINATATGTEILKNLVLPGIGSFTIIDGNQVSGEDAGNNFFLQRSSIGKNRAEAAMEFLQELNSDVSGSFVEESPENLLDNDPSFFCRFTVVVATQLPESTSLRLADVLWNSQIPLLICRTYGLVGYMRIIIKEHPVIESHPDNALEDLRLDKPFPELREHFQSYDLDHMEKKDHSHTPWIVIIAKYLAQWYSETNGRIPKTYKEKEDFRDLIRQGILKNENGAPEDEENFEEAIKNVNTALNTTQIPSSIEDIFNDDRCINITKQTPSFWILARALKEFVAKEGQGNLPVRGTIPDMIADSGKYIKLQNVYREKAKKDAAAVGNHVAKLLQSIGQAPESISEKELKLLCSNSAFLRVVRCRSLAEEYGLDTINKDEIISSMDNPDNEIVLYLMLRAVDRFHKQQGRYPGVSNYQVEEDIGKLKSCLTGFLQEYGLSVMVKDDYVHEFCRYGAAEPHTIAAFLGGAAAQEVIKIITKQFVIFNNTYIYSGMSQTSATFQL
FAS-TE inh – FAS thioesterase domain inhibitors, primary screen, biochemical, fluorescence intensity, uHTS | Fatty acid synthase (Homo sapiens), P49327 | recombinant FAS-TE, OMFH fluorogenic substrate, fluorescence endpoint | inhibition, % at 15 µM | 360,000 compounds, 0.67% hits | AID 602261, 2012;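 active = compounds whose normalised, plate-corrected inhibition of enzyme fluorescence in the single-dose primary screen is 50% or more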;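 also: 0% = DMSO with enzyme and 100% = substrate without enzyme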
eLon inh – inhibitors of E. coli Lon protease, primary screen, biochemical, fluorescence polarization. 360,000 compounds, 0.42% hits. inhibition, % at 7.94 µM. AID 602123, 2011. purified E. coli Lon protease; in the data active = inhibition above about 13%, passing the limit was not always enough;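 also: 0% = enzyme with probe and DMSO and 100% = no enzyme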
MLLE-PAM2 inh – inhibitors of PABP1 MLLE–PAM2 peptide binding, primary screen, biochemical, fluorescence polarization, FITC-PAM2, GST-MLLE | inhibition, % at 20 µM | Polyadenylate-binding protein 1 (Homo sapiens), P11940 | 360,000 compounds, 0.36% hits | AID 588489, 2011; in the data active = inhibition above about 35%, passing the limit was not always enough;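 also: plate controls were DMSO wells with GST-MLLE for no effect and wells lacking GST-MLLE protein for full effect; some results filed as inactive read as strong as hits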
NRP1-CendR mod – modulators of CendR peptide binding to NRP-1, primary screen, biochemical, fluorescence polarization, uHTS; FAM-RPARPAR peptide binding to NRP-1; inhibition, % at 25 µM; 360,000 compounds, 0.85% hits;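 active = inhibition or corrected inhibition above about 18%, plus a signal ratio from 0.5 to 1.5, limit read from the data, passing the limit was not always enough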; also: strong numbers were not always called active
SKN-1 block – suppressors of acrylamide-induced Pgst-4::GFP reporter in worms, primary screen, SKN-1 inhibitor project, whole organism, uHTS, GFP/RFP fluorescence ratio, strain VP596; C. elegans VP596 Pgst-4::GFP/RFP ratio, 24 h; inhibition, % at 21.8 µM; 360,000 compounds, 0.49% hits; AID 624304, 2012;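 active = interference check ratio from 0.5 to 1.5 plus GFP to RFP signal ratio inhibition reaching or exceeding a fixed threshold, cut at about 30% in these data, passing the limit was not always enough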; also: some compounds called inactive have numbers as strong as hits
* hit, by the source's call; i = inactive; . = not tested or not shown; + = active, no number.

SMILES	Rin1 Abl inh	MT1-MMP act inh	MsrA act	Neddyl block	FAS-TE inh	eLon inh	MLLE-PAM2 inh	NRP1-CendR mod	SKN-1 block
CC1C(=O)N2CCCc3cc(S(=O)(=O)N4CCC(C(N)=O)CC4)cc1c32 (stereo not drawn)	3	0	-4	i	-4	0	18	0	4
O=C(CCNS(=O)(=O)c1ccccc1)N1CCOCC1	0	-3	-1	i	-8	1	6	-42	-15
COc1cc(NC(=O)CSc2nnc3ccccn23)cc(OC)c1OC	-2	-1	-1	i	-12	-3	-23	-4	0
CCC(=O)Nc1c2c(nn1-c1ccc(OC)cc1)CSC2	0	-3	-4	i	1	1	13	6	12
COc1ccc2c(C)cc(SCC(=O)NCC3CCCO3)nc2c1 (stereo not drawn)	-2	-6	-11	i	-8	-5	-10	10	-19
CCN(CC)S(=O)(=O)c1ccc(NC(=O)CC(NC(C)=O)c2ccccc2)cc1 (stereo not drawn)	0	-10	-1	i	4	17*	-13	16	0
CCC(=O)NC(C)c1cc(Cl)c2ccccc2c1O (stereo not drawn)	1	-6	-2	.	3	-19	6	18	10
CC(=O)c1ccc(N2CCN(S(=O)(=O)c3cn(C)cn3)CC2)cc1	0	-9	-5	i	-6	2	-9	6	-3
COc1ccc(NC(=O)CCN2CCCCC2)cc1	2	1	-2	i	-4	-7	2	4	2
FC(F)(F)c1ccc(-c2noc(CN3CCCN(C4CCCCC4)CC3)n2)cc1	1	-2	-1	i	1	-11	-22	-4	7
CNc1nc2sc3c(c2c(=O)n1C)CC(C)(C)SC3	-2	8	2	.	-4	2	15	15	-9
COc1ccc(S(=O)(=O)N2CCC(C(=O)NC3CCCC3)CC2)cc1C	1	1	-9	i	-3	-4	-9	5	-8
COc1ccccc1Cc1c(-c2ccc(OC)c(OC)c2)nc2ccc(C)cn12	3	-2	-4	i	13	-9	2	-4	6
O=C(COC(=O)C1CCN(S(=O)(=O)c2cccs2)CC1)Nc1ccc(F)cc1Cl	2	-4	-1	i	9	-5	-17	-7	28
COc1ccc(S(=O)(=O)Nc2ccc(O)c3ccccc23)cc1	0	1	-6	i	-1	10	38*	-17	-5
COc1ccc(CC(N)c2csc(Nc3cc(NCc4ccco4)ncn3)n2)cc1 (stereo not drawn)	3	1	8	i	-11	-7	-33	-26	-4
COc1ccc(OC)c(NC(=O)CN2C(=O)COc3ccc(S(=O)(=O)N4CCCC4)cc32)c1	5	5	-2	i	-7	-2	13	1	0
CC(=O)Nc1ccc(Cl)cc1C(=O)O	-1	-3	-6	i	-9	-8	-8	6	-1
CN1C(C(=O)NCCc2cccs2)CC2Cn3c(nc4ccccc43)C21 (stereo not drawn)	3	5	-2	i	-5	-3	-4	-7	-5
CCCCN(CC)CCCNC(=O)c1ccc(CS(=O)(=O)c2ccccc2C)o1	1	0	0	i	-6	-2	5	10	12
CCCCCCn1c(N)c(C#N)c2ccc([N+](=O)[O-])cc2c1=O	-2	-3	-3	i	-19	-2	-14	-23	7
NC(=O)c1cccc(S(=O)(=O)N2CC(c3ccccc3)CC2=O)c1 (stereo not drawn)	0	1	-1	i	-5	0	-19	-19	20
COc1ccccc1NC(=O)c1cccc(N2C(=O)C3C4C=CC(C4)C3C2=O)c1 (stereo not drawn)	0	3	-4	i	-3	7	1	3	-3
Cc1cc(N/N=C/c2ccc(O)cc2O)c2ccccc2n1	-2	-1	-1	i	-2	-10	4	15	6
CCn1cc(C(=O)OCC(=O)c2cc(C)n(-c3ccccc3F)c2C)c(=O)c2ccc(C)nc21	-1	7	1	i	27	-8	-6	-6	5
O=C(/C=C/c1ccc(OCc2ccccc2)c(OCc2ccccc2)c1)c1cccnc1	0	-17	-7	i	21	-20	-13	-7	6
CC(=O)Nc1ccc(S(=O)(=O)NCCc2csc(C)n2)cc1	-2	1	0	i	-6	4	-3	-16	0
COc1ccc(S(=O)(=O)ON=C2CC(C)(C)N(C(C)=O)C(C)(C)C2)cc1	3	0	-13	i	-6	-2	1	6	-5
COC(=O)c1ccc(OC)c(CSc2nnc(COc3ccc(Cl)cc3)o2)c1	1	-1	-12	i	23	1	-6	-3	-3
O=C(COC(=O)c1ccccc1SCC(=O)NC1CCCCC1)NC1CCCCC1	0	0	-12	i	-11	1	10	2	-29
Cc1ccccc1C(=O)N1CCC(C(N)=O)CC1	-2	-6	-2	i	-17	-3	-5	15	8
CCC1Sc2ccccc2N(CC(=O)NCCC2=CCCCC2)C1=O (stereo not drawn)	1	2	-2	i	15	0	1	3	7
CC(=O)c1cccc(-c2cnc3c(NC=O)cc(-c4ccc(N(C)C)cc4)cn23)c1	-1	-80	-4	i	6	-21	-87	-78	4
Cc1cc(C)c(NC(=O)COC(=O)CCc2ccc(S(=O)(=O)N3CCCCC3)cc2)c(C)c1	0	2	0	i	9	0	-2	0	-8
CC(=O)c1ccc2oc3ccccc3c(=O)c2c1	3	0	-2	i	-2	-5	-13	5	-2
O=C(COC(=O)c1cc2ccccc2cc1O)NCc1ccccc1	1	2	-2	i	-4	-12	-3	0	-15
C=CCn1c(SCCCc2ccccc2)nc2c1c(=O)[nH]c(=O)n2C	-2	3	-1	i	6	3	14	13	-3
Cc1cc(Cl)c(OCCCn2cncn2)c(Br)c1	-2	-3	-3	i	-4	5	4	5	-23
O=C(Nc1ccc(OC(F)F)cc1)Nc1cccc(C(F)(F)F)c1	-1	-37	0	i	37	-7	-1	-4	-3
CC(CCN1CCN(c2ccc(F)cc2)CC1)c1ccccc1 (stereo not drawn)	2	-6	-1	i	3	5	1	5	-6
N=c1sccn1CC(=O)Nc1cc(Cl)ccc1Oc1ccccc1	2	-4	-2	i	-150	0	-53	-19	-1
C=CCNC(=O)c1sccc1Oc1ccc(F)cc1[N+](=O)[O-]	1	-5	-2	i	-6	-4	-5	9	8
COC(=O)c1ccc(CNC(=O)c2ccc(COc3ccccc3)cc2)cc1	-5	1	-2	i	-11	12	0	1	2
Cc1cc(C)cc(OC(=O)CS(=O)c2ccc(C(F)(F)F)cc2[N+](=O)[O-])c1 (stereo not drawn)	1	1	1	i	21	4	-10	7	8
Cc1ccc(CN(C(=O)c2cc3ccccc3oc2=O)C2CCS(=O)(=O)C2)cc1 (stereo not drawn)	0	2	-2	i	-3	-4	3	-13	-11
CC(=O)Cn1cnc2scc(-c3ccc(C)c(C)c3)c2c1=O	-1	-2	0	i	1	0	-11	11	17
Cc1ccc(F)cc1C(=O)N1CCCCC1c1cc(C(=O)NCc2ccccc2)no1 (stereo not drawn)	-3	-2	0	i	8	-4	-4	22*	19
NC(=O)N/N=C/c1ccccc1OCc1cccc2ccccc12	-3	-6	-2	i	-2	-4	-3	-14	-6
COc1cc(NC(=O)C(=O)N2CCN(C)CC2)c(OC)cc1Cl	1	1	-3	i	-5	-5	5	-2	2
COc1cc(/C=N/n2nnnc2N)ccc1OC(C)=O	0	-2	-2	i	-5	-8	-6	-3	-9

(cont.)
SMILES	Rin1 Abl inh	MT1-MMP act inh	MsrA act	Neddyl block	FAS-TE inh	eLon inh	MLLE-PAM2 inh	NRP1-CendR mod	SKN-1 block
COc1ccc(NC(=O)COC(=O)/C=C/c2cnc3ccccc3n2)cc1	2	-2	-7	i	-28	-1	-19	6	-15
CCCCn1nc(C(=O)Nc2cccc(C(=O)NC3CC3)c2)c2ccccc2c1=O	1	2	5	i	2	-1	-26	3	-5
COc1cc(OC)cc(C(=O)NCC(C)NC(=O)c2cc(OC)cc(OC)c2)c1 (stereo not drawn)	1	2	-1	i	1	-8	2	-8	1
CCC(C(=O)OCC(=O)Nc1c(Cl)cccc1Cl)c1ccccc1 (stereo not drawn)	-3	1	-3	i	2	-2	3	-8	3
CC(Sc1ncnc2sccc12)C(=O)Nc1ccc(S(N)(=O)=O)cc1 (stereo not drawn)	1	-3	-4	i	-7	-4	9	5	5
COc1ccc(S(=O)(=O)N[C@@H](CC(C)C)C(=O)O)cc1	4	3	-2	i	-9	-14	-2	-1	3
COC(=O)N/N=C/c1ccccc1	-1	0	-3	i	-5	-5	3	-12	-3
CN(C)S(=O)(=O)c1cccc(NC(=O)c2ccc(OC(F)(F)F)cc2)c1	1	-8	-1	i	16	-1	3	-4	4
Cc1ccc(C)c(C(C)NC(=O)CC#N)c1 (stereo not drawn)	1	6	0	i	-6	-3	7	8	4
O=C(NN=C(Cc1ccccc1)Cc1ccccc1)c1ccccc1O	-2	3	-2	.	5	-4	-11	14	-5

Whole records from above. Values in the order: Rin1 Abl inh | MT1-MMP act inh | MsrA act | Neddyl block | FAS-TE inh | eLon inh | MLLE-PAM2 inh | NRP1-CendR mod | SKN-1 block
`CCCCN(CC)CCCNC(=O)c1ccc(CS(=O)(=O)c2ccccc2C)o1` as listed: 1 | 0 | 0 | i | -6 | -2 | 5 | 10 | 12
`O=C(COC(=O)c1ccccc1SCC(=O)NC1CCCCC1)NC1CCCCC1` as listed: 0 | 0 | -12 | i | -11 | 1 | 10 | 2 | -29
`COc1ccc2c(C)cc(SCC(=O)NCC3CCCO3)nc2c1` (stereo not drawn) as listed: -2 | -6 | -11 | i | -8 | -5 | -10 | 10 | -19

Continuation.
SMILES	Rin1 Abl inh	MT1-MMP act inh	MsrA act	Neddyl block	FAS-TE inh	eLon inh	MLLE-PAM2 inh	NRP1-CendR mod	SKN-1 block
CCCCCCN1C[C@@H](O)[C@H](n2cc(COC(=O)c3ccccc3)nn2)C[C@@H]1c1ccc(C)cc1	-2	-4	-2	i	18	-1	9	-9	10
CSCCC(NS(=O)(=O)c1ccc2c(c1)oc(=O)n2C)C(=O)NC1CCN(Cc2ccccc2)CC1 (stereo not drawn)	3	-1	1	i	1	-12	-3	1	-14
Cc1cccc(C(=O)NCCc2csc(C)n2)c1	-1	-5	-2	i	-7	-10	-1	-8	5
Cc1nc2scc(C)n2c(=O)c1S(=O)(=O)N1CCN(c2ccc([N+](=O)[O-])cc2)CC1	-3	8	-1	i	4	-2	-11	12	-6
Cc1ccc(C(=O)CC(c2cccs2)S(=O)(=O)c2ccc(C)cc2)cc1 (stereo not drawn)	4	-2	-6	i	-1	-6	3	-18	-1
O=C(NCCCn1ccnc1)Nc1ccc(Cl)cc1Cl	0	3	-9	i	-8	-1	3	0	0
S=C(NCCCCc1ccccc1)NCc1ccccc1	1	3	-8	i	14	-3	-67	1	17
O=C(NCCc1ccc(Cl)cc1)C1=CC=CN2CCS(=O)(=O)N=C12	4	-6	-5	+	-4	-10	-4	-9	28
Cc1cc(C)c(N=C2SCC(=O)N2Cc2ccco2)c(C)c1	3	1	-1	i	19	0	-8	4	-15
CC(=O)Nc1cccc(-c2nc3ccccc3c(=O)o2)c1	1	-2	-3	i	-5	-10	11	-3	16
CCN1C(=O)[C@H]2[C@@H](c3ccc(Cl)cc3)N3C(=O)CN(Cc4ccccc4)C(=O)[C@@]3(C)[C@H]2C1=O	4	3	-2	i	-4	-22	-1	-4	3
CC(C)NC(=O)c1nc2c(nnn2Cc2cccc(Cl)c2)c(=O)[nH]1	0	0	1	i	-4	0	4	-5	15
Cc1nc2nc(SCC(=O)NCc3ccco3)nn2c(C)c1Cc1ccccc1	-1	-1	-2	i	-10	7	14	-15	-15
